BaF3 tox: parental Ba/F3 viability inhibition as JAK2V617F counter-screen; CellTiter-Glo ATP luminescence; hit rate 1.1% among 220,000; inhibition, % at 5.6 µM;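 active means inhibition above a per-campaign cutoff, the mean inhibition of all tested compounds plus 3 SD, cut at about 27% in these data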;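 further: 0% = DMSO wells and 100% = JAK Inhibitor I control wells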
TRPN1 ag: agonists of zebrafish TRPN1 channel | HEK293 zebrafish TRPN1-YFP, Fluo-8 calcium fluorescence; 100% = response to 87 µM carbachol | activation, % at 3 µM | hit rate 0.18% among 220,000;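 active means activation above its plate's cutoff, the mean activation of test wells on that plate plus 3 SD, cut at about 19% in these data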;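 further: 0% = DMSO alone and 100% = 87 µM carbachol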
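Material – zebrafish TRPN1-YFP in HEK293 cells · Doses – 3 µM single point · Schedule – dye 1 h 37 °C plus 30 min RT · Signal – Fluo-8 calcium fluorescence, excitation 470-495 nm, emission 515-575 nm · Read-out – % activation versus carbachol response · Control set – carbachol high, DMSO low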
S1P4 ag: human S1P4 receptor agonism; activation, % at 4.98 µM; AID 1509; S1P4-expressing cell line, agonist reporter assay; hit rate 0.35% among 220,000; in the data active means activation above about 11%;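 further: 0% = DMSO vehicle and 100% = reference agonist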
Target sequence (O95977 whole entry, looked up): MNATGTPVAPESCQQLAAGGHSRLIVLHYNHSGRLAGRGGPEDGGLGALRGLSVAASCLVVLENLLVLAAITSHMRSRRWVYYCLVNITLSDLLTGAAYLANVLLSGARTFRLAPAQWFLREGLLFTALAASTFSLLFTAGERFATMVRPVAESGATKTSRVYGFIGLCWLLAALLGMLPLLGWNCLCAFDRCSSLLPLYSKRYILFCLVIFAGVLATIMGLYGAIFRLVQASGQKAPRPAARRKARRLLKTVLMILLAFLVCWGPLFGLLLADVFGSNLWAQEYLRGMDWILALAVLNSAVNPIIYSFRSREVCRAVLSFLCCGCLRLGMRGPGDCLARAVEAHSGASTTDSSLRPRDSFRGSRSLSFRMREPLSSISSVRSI
TRPML3 agonist: agonists of human TRPML3 channel. Q8TDD5. HEK293 TRPML3-YFP, Fluo-8 calcium fluorescence; 100% = the carbachol control signal. activation, % at 3 µM. hit rate 0.29% among 220,000. AID 1448;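 active means activation above its plate's cutoff, the mean activation of the plate's test wells plus 3 SD, cut at about 12% in these data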;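 further: 0% = DMSO only wells and 100% = carbachol wells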
Target sequence (Q8TDD5 whole entry, looked up): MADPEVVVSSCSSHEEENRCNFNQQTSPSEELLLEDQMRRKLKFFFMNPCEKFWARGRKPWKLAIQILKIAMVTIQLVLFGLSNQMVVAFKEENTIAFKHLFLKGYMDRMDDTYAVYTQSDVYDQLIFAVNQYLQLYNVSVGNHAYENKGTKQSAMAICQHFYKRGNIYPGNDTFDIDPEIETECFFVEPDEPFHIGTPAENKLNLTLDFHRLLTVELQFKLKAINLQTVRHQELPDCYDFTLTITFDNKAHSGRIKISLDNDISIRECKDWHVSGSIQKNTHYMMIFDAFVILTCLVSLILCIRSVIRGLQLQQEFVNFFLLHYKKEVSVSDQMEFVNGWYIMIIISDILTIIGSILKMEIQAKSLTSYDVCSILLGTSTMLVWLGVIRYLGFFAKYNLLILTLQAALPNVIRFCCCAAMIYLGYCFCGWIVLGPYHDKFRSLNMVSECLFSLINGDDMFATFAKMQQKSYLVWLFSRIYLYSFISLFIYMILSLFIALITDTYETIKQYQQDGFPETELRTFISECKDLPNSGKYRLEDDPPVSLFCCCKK
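Material: TRPML3-YFP stable HEK293 cells | Dosing: One concentration, 3 µM nominal, 0.3% DMSO | Timing: 125 s total fluorescence read per well | Technique: Fluo-8 calcium dye fluorescence, ex 470-495, em 515-575 nm | Measure: Percent activation from peak-to-basal fluorescence ratio, scaled between DMSO and carbachol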
EP2 modulator: EP2 receptor (human) modulation. EP2-expressing cells, cAMP HTRF FRET, PGE2 co-stimulation. induction, % at 25 µM. hit rate 0.83% among 260,000;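 active means compounds whose cAMP rise, as percent of the full-agonist control response, exceeds 60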;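 further: rat C6 glioma line stably carrying human EP2 under a CMV promoter; the protocol text gives 20 µM as final concentration; 100% = response of wells given 1 µM PGE2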
S1P4 antag: antagonists of human S1P4 receptor | S1P4-expressing cells, antagonist mode, reporter read-out | inhibition, % at 4.98 µM | hit rate 0.26% among 220,000 | AID 1510; in the data active means inhibition above about 29%;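 further: 0% = wells stimulated with agonist and 100% = vehicle wells without agonist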
Ba/F3 V617F tox: loss of viability in JAK2V617F-driven Ba/F3 cells. Ba/F3 EpoR-JAK2V617F viability, ATP luminescence. inhibition, % at 5.6 µM. hit rate 1.1% among 220,000. AID 1446;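 active means inhibition above the campaign mean plus 3 SD over all tested compounds, cut at about 24% in these data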;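 further: cytokine-independent growth of Ba/F3 cells driven by EpoR plus mutant JAK2; 0% = DMSO-treated cells and 100% = JAK inhibitor I control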
m-calpain inh: inhibitors of pig calpain II | purified calpain II, fluorogenic peptide substrate, 30 min | hit rate 0.37% among 220,000 | inhibition, % at 16 µM;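 active means inhibition above about 50%, limit read from the data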
PERK inh: blocks human PERK kinase; Q9NZJ5; inhibition, % at 5.6 µM; hit rate 0.17% among 220,000; CHO PERK-DD fusion, SEAP luminescence translation reporter;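 active means inhibition above the mean inhibition of all tested compounds plus 3 SD, set separately per screening campaign, cut at about 2.9% in these data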;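 further: PERK kinase domain activated by AP20187 dimerizer at 100 nM; 0% = DMSO with dimerizer and 100% = rapamycin at 8.4 µM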
* marks the source's active call; other numbers are inactive results; i = inactive; & = joins results of further samples.

The first three records, ahead of the listing:
SMILES	BaF3 tox	TRPN1 ag	S1P4 ag	TRPML3 agonist	EP2 modulator	S1P4 antag	Ba/F3 V617F tox	m-calpain inh	PERK inh
Cc1ccc(NC(=O)C2(c3ccccc3)CCOCC2)c([N+](=O)[O-])c1	6.1	-2.4	0.9	0.0	8.3	5.9	-2.3	21.2	-0.5
CC(C)(C)C1=C[C@@H](CO)C[C@@H](CO)C1	2.5	2.6	0.7	0.6	12.6	-6.0	-3.0	-11.3	0.8
Cc1[nH]nc2c1C(c1cnn(C)c1)C(C#N)=C(N)O2 (stereo not given)	7.3	1.0	1.0	1.4	-4.8	8.3	2.5	7.2	0.5

The whole of this part, repeating the preview:
SMILES	BaF3 tox	TRPN1 ag	S1P4 ag	TRPML3 agonist	EP2 modulator	S1P4 antag	Ba/F3 V617F tox	m-calpain inh	PERK inh
Cc1ccc(NC(=O)C2(c3ccccc3)CCOCC2)c([N+](=O)[O-])c1	6.1	-2.4	0.9	0.0	8.3	5.9	-2.3	21.2	-0.5
CC(C)(C)C1=C[C@@H](CO)C[C@@H](CO)C1	2.5	2.6	0.7	0.6	12.6	-6.0	-3.0	-11.3	0.8
Cc1[nH]nc2c1C(c1cnn(C)c1)C(C#N)=C(N)O2 (stereo not given)	7.3	1.0	1.0	1.4	-4.8	8.3	2.5	7.2	0.5
CCCCC1C2C(=O)N(c3ccc(C)cc3)C(=O)C2ON1c1ccccc1 (stereo not given)	-2.3	0.1	1.0	1.5	20.8	-8.4	-0.2	-5.1	0.7
CCOC(=O)c1nn(-c2cccc(C)c2)cc1C(=O)c1ccccc1	4.4	-1.3	0.1	-1.5	48.8	12.6	-0.4	30.9	-1.1
Cn1c(=O)n(C)c2cc(/C=N/NC(=S)NCc3ccccc3)ccc21	4.4	0.7	0.0	0.5	-26.2	-8.1	-3.4	-53.9	0.2
CN1CCN(S(=O)(=O)c2cccc(C(=O)Nc3nccs3)c2)CC1	3.6	-0.5	-0.4	0.5	1.7	-13.9	-2.3	-315.2	-0.5
O=C(CCC1N=C2c3ccccc3N=C(SCc3ccc(F)cc3)N2C1=O)NCc1ccco1 (stereo not given)	7.3	0.5	-2.0	-0.4	-14.3	-4.9	-0.1	-115.4	-1.2
CC(C)C(NC(=O)/C=C/c1ccc(F)cc1)C(C)C	0.0	0.3	1.0	0.2	-11.1	9.1	-7.4	-17.6	1.1
COc1cccc(C2SCC(=O)N2c2ccc(Br)cc2)c1OC (stereo not given)	-3.4	-4.0	0.8	-1.3	-19.9	0.5	-0.9	8.6	0.0
Cc1ccc(N2C(=O)c3ccccc3C2Nc2ccccc2F)nc1 (stereo not given)	4.6	-3.3	-0.6	-1.2	20.6	-4.0	-2.9	-9.2	0.4
CS(=O)(=O)c1ccc(Cl)c(C(=O)O)c1	1.1	0.0	-0.7	0.5	-6.5	-7.8	3.4	-28.0	0.5
Cc1cc(C)n(CCn2nc(C)cc2C)n1	4.3	-1.4	0.0	1.3	17.9	-14.2	-0.3	-4.7	-0.1
CCn1ccnc1CN(C)Cc1cn(-c2ccccc2)nc1-c1ccc(OC)cc1F	1.5	-2.3	0.9	-1.5	33.2	-6.3	-0.8	11.2	0.8
CC1(C)CC(NC(=O)c2ccc3c(c2)OCO3)CC(C)(C)N1	8.3	-0.1	-1.1	0.2	21.8	-6.9	6.1	2.8	0.4
COC(=O)c1ccc(C(=O)Nc2nnc(-c3cccnc3)o2)cc1	1.4	0.2	2.1	0.5	26.4	0.3	-2.3	0.5	2.0
C=C(C)Cn1c(-c2ccccc2)nc2ccccc21	4.5	-1.1	1.0	0.0	33.5	-13.8	1.6	-2.6	0.0
CNC(=O)c1ccc(NC(=O)c2cccc(C(F)(F)F)c2)cc1	3.0	2.9	-0.5	0.8	-31.7	-9.0	-2.8	-24.9	-0.2
c1ccc(Nc2nc(N3CCNCC3)nc(N3CCOCC3)n2)cc1	1.0	0.3	-0.2	0.8	67.3*	-8.1	-2.6	-17.1	-0.7
COc1ccc(NC(=O)CSc2nc3ccccc3c3nc4ccccc4n23)cc1	4.6	-0.3	1.1	0.9	18.6	-4.7	-0.7	-50.4	1.0
Cc1ccccc1C(=O)Nc1ccc2c(C#N)c3nc4ccccc4nc3n2c1	12.3	4.2	0.1	2.3	-35.2	-5.5	3.4	-24.7	-0.8
CCOC(=O)c1cnc2c(Cl)cccc2c1NCCN1CCOCC1	3.0	0.9	1.9	1.0	-8.6	-14.6	2.8	15.3	-1.1
CCOc1c(Nc2cccc(Cl)c2)c(=O)c1=O	0.0	0.4	1.3	0.8	-37.0	-2.8	-2.0	-16.8	1.2
CCc1ccc2oc(-c3ccc(N)cc3)nc2c1	6.3	0.8	-3.1	0.9	-44.9	-13.2	-0.8	i	1.0
S=c1[nH]nc(-c2ccc3ccccc3n2)n1-c1ccccc1Cl	0.2	-0.9	2.6	0.3	-6.9	1.0	-5.5	-6.6	0.6
Cc1cccc(/C=N/N(CCO)C2=NS(=O)(=O)c3ccccc32)c1	2.5	-0.8	-1.7	-1.1	-26.1	-20.4	8.2	39.1	0.1
COc1ccccc1Nc1nc2ccc(C)cc2cc1C#N	-0.3	0.9	1.5	0.3	61.4*	-13.0	-2.5	-48.7	0.7
COC(=O)C1=C(C)N(c2ccc(OC)cc2)C(C)=C(C(=O)OC)C1c1ccccc1	1.0	-1.7	-0.3	-0.3	17.8	-2.3	0.4	0.9	-1.1
OCCN(Cc1ccccc1)Cc1cccc(F)c1	-1.8	-1.6	-0.4	0.5	20.5	-8.5	0.8	13.5	0.8
CC(=O)OC[C@H]1O[C@@H](O/N=C/C[C@@H]2C=C[C@H](OC(C)=O)[C@@H](COC(C)=O)O2)[C@H](OC(C)=O)[C@@H](OC(C)=O)[C@@H]1OC(C)=O	-3.0	1.2	-0.3	0.3	-6.1	11.8	-4.2	2.2	-0.5
CCOC(=O)c1sc(=S)n(-c2ccc3c(c2)OCO3)c1N	0.8	1.6	0.3	0.2	6.9	-8.0	-3.6	-1.8	0.4
FC(F)(F)c1ccc(NC(=S)NC2CCCCC2)cc1	-3.9	16.1	-0.3	10.2	-65.6	-6.7	-5.3	-6.4	1.0
CN(C)S(=O)(=O)c1cccc(NC(=O)COC(=O)c2cc(=O)c3ccccc3o2)c1	-5.3	-1.6	0.6	0.6	5.3	-8.0	-2.3	-24.3	1.1
CN1c2ccccc2Oc2nnc(N3CCN(Cc4ccccc4)CC3)cc21	5.8	0.2	1.7	0.6	-48.9	32.6*	3.2	i	-1.4
CCOC(=O)C1=C(C)OC(N)=C(C#N)C1c1cc(SCC)oc1C (stereo not given)	7.3	-0.3	0.8	-1.2	44.6	-5.4	1.0	-22.8	0.2
CN(c1ccccc1)c1ccc(/C=C(\C#N)c2nnc3n2CCCCC3)cc1[N+](=O)[O-]	6.9	-0.6	-1.2	-0.4	-14.5	9.3	-1.7	-60.5	0.3
N=C1c2ccccc2CN1NC(=O)c1cccc(S(=O)(=O)N2CCCCC2)c1	5.0	1.2	0.9	0.3	4.4	-4.6	4.3	14.1	0.8
c1ccc(-c2nnc(-c3ccncc3)nc2-c2ccccc2)cc1	9.8	-2.0	1.1	-1.7	49.0	-7.0	6.0	16.0	0.2
O=C(COC(=O)c1ccc2ccccc2c1)NCCCc1ccccc1	4.9	0.7	0.0	0.2	-12.0	0.6	0.2	-7.5	1.1
CCn1c(C(=O)N2CCC(C(=O)N3CCN(c4ccccn4)CC3)CC2)cc2sccc21	3.7	2.0	0.6	2.0	-16.0	-2.0	-1.4	-18.8	-0.8
CCOc1ccc(CCNC(=O)CSc2cc(=O)n(C)c3ccc(Cl)cc23)cc1OCC	10.6	-3.3	2.7	-0.8	12.4	-19.3	3.7	-31.7	-0.7
O=C(NCc1ccco1)C12CC3CC(CC(C3)C1)C2	2.3	0.4	1.9	0.8	-1.5	-10.8	-0.9	-16.0	1.1
Cc1ccc(NC(=S)N/N=C2\CC3CC=CC23)c(C)c1 (stereo not given)	-0.6	0.4	0.2	0.8	13.1	-2.3	-2.9	-26.9	-0.3
O=C(O)CCC(=O)N1CCc2cc(S(=O)(=O)NC3CCCC3)ccc21	4.7	1.5	0.6	-0.5	8.4	-1.5	-0.5	-0.9	1.3
O=C(Cn1cc(C(F)(F)F)ccc1=O)N/N=C/c1ccc(F)cc1	-0.7	-0.7	0.3	0.4	12.1	-6.0	0.0	10.8	0.6
O=C(CCS(=O)(=O)c1ccc(Br)s1)NCc1ccc2c(c1)OCO2	0.3	-0.4	-0.1	0.0	8.2	4.9	2.4	-19.1	-1.5
Cc1sc2nc(SCc3nc(-c4cccs4)no3)n(-c3ccccc3)c(=O)c2c1C	0.4	-1.4	0.7	0.3	13.1	-7.9	-1.1	-36.0	1.1
COc1ccc(-c2cn3cccnc3n2)cc1F	13.3	0.0	-0.5	0.7	-22.0	0.3	6.5	-343.8	-0.5
c1ccc2sc(Sc3ncnc4sccc34)nc2c1	4.6	-1.6	0.9	0.8	9.8	10.6	17.8	-4.0	0.3
CCOc1cc(Br)ccc1S(=O)(=O)NCc1ccccc1	3.0	-2.2	1.5	-1.4	-40.8	-5.2	101.4*	-2.7	0.7
N#Cc1ccc(OCC(O)CS(=O)(=O)c2ccccc2)cc1 (stereo not given)	4.6	0.5	-0.4	1.1	-3.3	9.3	0.1	-25.1	0.4
COc1cc2c(cc1NC(=O)Nc1ccccc1)oc1ccccc12	5.2	1.1	8.1	0.2	-9.5	-5.2	-0.7	-35.4	0.6
CCOC(=O)/C=C/C(=O)OCC(=O)Nc1ccc([N+](=O)[O-])cc1	2.6	0.8	0.3	0.2	4.7	19.6	-2.0	23.9	0.8
O=C(Nc1ccccc1)O/N=C1\CCCCC1c1ccc([N+](=O)[O-])cc1[N+](=O)[O-] (stereo not given)	4.6	-0.4	0.5	-0.9	-1.1	0.7	-1.2	27.2	-1.0
O=C(C1=C[C@H](c2coc3ccccc3c2=O)C[C@H](OCCCCO)O1)N1CCOCC1	-5.7	0.5	-0.5	0.6	-22.2	-15.7	0.7	1.6	1.1
Cc1ccc(/C=N/NC(=O)CSc2nc3ccccc3n2Cc2ccc(Cl)cc2)o1	4.5	0.3	0.2	0.5	1.7	-28.3	1.1	-26.7	-0.8
COC(=O)c1c(SCc2cccc3ccccc23)nc(=O)[nH]c1C	-4.5	-0.7	0.2	-0.1	33.9	6.2	4.0	17.0	-0.8
Cc1sc2nc(CN(Cc3cccs3)C(=O)NC3CCCCC3)[nH]c(=O)c2c1C	4.7	-3.5	1.5	-0.6	-3.2&23.0	-30.6	3.6	21.4	-1.2
CCN(CC)S(=O)(=O)c1cccc(NC(=O)C2SC(=Nc3ccc(C)cc3C)C(C(=O)NCC3CCCO3)=C2N)c1 (stereo not given)	-0.1	-0.4	2.6	-0.3	17.7	-23.2	-3.0	-229.0	0.0
N#Cc1c(NC(NC(=O)c2ccco2)C(=O)c2ccccc2)sc2c1CCCC2 (stereo not given)	7.8	0.2	0.5	-0.6	-0.1	-10.2	2.1	-124.4	-1.5
O=C1CC(N2CCN(c3ncccn3)CC2)C(=O)N1CCc1ccccc1 (stereo not given)	9.6	0.0	-0.5	0.9	0.5	-20.4	3.0	14.6	-0.7
